# Bioassay records from PubChem.
# TRHR ag = TRH receptor (human) agonism; activation, % at 2 µM; P34981; 0.18% of 360,000 active; AID 493084; TRHR cells, calcium flux fluo-8, FDSS agonist mode; in the data active = activation above about 30%; note: 0% is about no effect
#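 Steps: seed TRHR cells overnight; add fluo-8 no-wash Ca dye, RT 30 min–1.5 h; record 10 s baseline; pin-transfer compounds; monitor fluorescence 1 cycle/s for the agonist window. Calcium increases flag candidate agonists.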
# mIDH1 inhibitor = blocks human mutant IDH1 R132H enzyme; O75874; IDH1-R132H enzyme, NADPH consumption, diaphorase/resazurin fluorescence; Potency, µM (top dose mostly 76.6 µM), inactives show at the highest dose activity change, negative = inhibition, usual class: inhibitors; 0.093% of 390,000 active; note: potency is the fitted concentration of half-maximal effect; % is set by controls: 0 for no effect and ±100 for the full control effect; nearly all actives have a fitted effect of over 65% in size
#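 IDH1-R132H (0.5 ug/mL dispensed) in pH 7.5 Tris buffer was preincubated 30 min with compound, then given a substrate mix of 0.016 mM NADPH and 2 mM alpha-KG for 80 min at room temperature; remaining NADPH was read by diaphorase/resazurin fluorescence.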
# USP1 inh = USP1/UAF1 (human) deubiquitinase inhibition. Potency, µM (top dose mostly 57.1 µM), for inactives: top-dose activity change, negative = inhibition, actives largely listed as inhibitors. 0.23% of 390,000 active. O94782. recombinant USP1/UAF1, Ub-Rhodamine cleavage fluorescence; note: potency is the fitted concentration of half-maximal effect; % is set by controls: 0 for no effect and ±100 for the full control effect; nearly all actives have a fitted effect of over 60% in size; inactives centre near -12
#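 High-throughput fluorogenic screen: 1nM USP1/UAF1 complex, Ub-Rho substrate 150nM final, 50mM HEPES pH 7.8 with 0.5mM EDTA, 0.1 mg/ml BSA, 1mM TCEP and 0.01% Tween-20.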
# D2 agonist = D2 dopamine receptor (human) agonism. HEK293 T-REx D2 cells, calcium flux agonist mode. AID 485358. 0.53% of 340,000 active. activation, % at 2 µM;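 active = activation over 3 SD above normal in the single-dose calcium agonist read, cut at about 30% in these data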; note: 0% is about no effect
# Target sequence (P14416 whole entry, looked up): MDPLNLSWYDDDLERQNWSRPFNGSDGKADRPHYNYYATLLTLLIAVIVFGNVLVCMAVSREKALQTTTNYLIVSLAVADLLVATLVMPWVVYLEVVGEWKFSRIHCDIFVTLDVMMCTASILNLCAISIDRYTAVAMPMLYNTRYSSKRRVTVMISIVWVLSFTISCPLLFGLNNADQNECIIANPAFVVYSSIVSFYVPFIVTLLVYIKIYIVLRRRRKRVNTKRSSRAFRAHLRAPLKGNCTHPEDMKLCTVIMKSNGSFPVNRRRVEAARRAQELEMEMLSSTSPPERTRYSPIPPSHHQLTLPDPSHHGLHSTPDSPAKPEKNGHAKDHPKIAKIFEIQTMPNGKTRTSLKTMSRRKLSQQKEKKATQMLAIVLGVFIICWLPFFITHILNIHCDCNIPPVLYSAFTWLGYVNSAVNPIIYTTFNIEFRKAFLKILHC
#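 Calcium-flux readout, 1 cycle/sec over 180 s following compound pin transfer, in inducible HEK293 Trex D2 cells (force-coupled); dopamine controls included. Positive calcium responses during this window marked compounds as potential agonists.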
# TRHR enhancer = TRH receptor (human) allosteric enhancement. TRHR cells, fluo-8 calcium fluorescence, EC20 TRH enhancement. 0.66% of 360,000 active. enhancement, % at 2 µM. P34981; in the data active = enhancement above about 30%; note: 0% is about no effect
#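 TRHR-expressing cells loaded with fluo-8 calcium dye were read kinetically (ex 480/em 530) during compound addition, then stimulated with an EC20 of TRH (10 nM final). Enhancement of the Gq-mediated intracellular calcium response was scored.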
# rTrxR1 inhibitor = rat TrxR1 inhibition; recombinant rTrxR1, NADPH fluorescence consumption, selenite substrate; O89049; 1% of 390,000 active; Potency, µM (series often up to 114 µM), inactives show at the highest dose activity change, negative = inhibition, hits mostly inhibitors; note: potency is the fitted concentration of half-maximal effect; % is set by controls: 0 for no effect and ±100 for the full control effect; nearly all actives have a fitted effect of over 65% in size
#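 Rat TrxR1 (90 nM in the dispensed reagent) was pre-reduced with 400 uM NADPH for 5 min at room temperature, then incubated with compound for 15 min. After 400 uM selenite was added, NADPH fluorescence (Ex 340/Em 450 nm) was followed for 8 min.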
# TrxR1 substrate = is turned over as a substrate by rat TrxR1. O89049. purified TrxR1 substrate turnover, NADPH consumption readout. Potency, µM (highest dose often 114 µM), for inactives: at the top dose activity change, negative = substrate turnover. 0.01% of 390,000 active; note: potency is the fitted concentration of half-maximal effect; % is set by controls: 0 for no effect and ±100 for the full control effect; nearly all actives have a fitted effect of over 50% in size
#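 Rat TrxR1, dispensed at 90 nM, was prereduced with 400 uM NADPH (final) for 5 min at ~22 deg C, then incubated with compound 15 min before 400 uM selenite. A first-read NADPH fluorescence drop versus no-compound background flagged substrates.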
# D2 antagonist = antagonizes the human D2 dopamine receptor | P14416 | HEK293 TREx D2 cells, calcium flux, dopamine EC80 | inhibition, % at 10 µM | 2% of 340,000 active | AID 485344; in the data active = inhibition above about 30%; note: 0% is about no effect
#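 Antagonism is scored as inhibition of an EC80 dopamine-evoked calcium signal in a force-coupled, tetracycline-inducible HEK293 T-REx D2 line, with compound present 180 s before agonist.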
# PI4K2A block = blocks human PI4K2A kinase activity; purified PI4K2A, ADP-Glo luminescence, 1 h; stronger effect = lower value; Q9BTU6; 0.13% of 420,000 active; AID 1346378; activity change, negative = inhibition, % at 76.9 µM; in the data active = activity change below about -50%; inconclusive = mostly about -30% to -49%;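 note: -100% = wells without enzyme as full effect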
# Target sequence (Q9BTU6 whole entry, looked up): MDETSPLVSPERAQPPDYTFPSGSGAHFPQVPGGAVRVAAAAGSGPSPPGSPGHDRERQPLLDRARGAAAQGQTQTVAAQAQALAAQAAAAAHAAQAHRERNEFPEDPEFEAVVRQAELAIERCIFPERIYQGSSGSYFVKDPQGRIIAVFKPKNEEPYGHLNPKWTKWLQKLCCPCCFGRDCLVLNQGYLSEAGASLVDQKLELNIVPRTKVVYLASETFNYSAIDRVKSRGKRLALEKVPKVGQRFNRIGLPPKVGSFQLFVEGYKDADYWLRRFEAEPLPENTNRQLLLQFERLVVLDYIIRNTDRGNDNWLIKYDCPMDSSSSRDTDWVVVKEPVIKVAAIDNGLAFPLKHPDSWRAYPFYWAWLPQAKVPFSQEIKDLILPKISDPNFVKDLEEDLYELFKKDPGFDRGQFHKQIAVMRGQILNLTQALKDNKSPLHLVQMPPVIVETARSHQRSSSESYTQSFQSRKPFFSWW
#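 In this quantitative HTS, ADP production by PI4K2A was quantified luminescently after 1 h at ambient temperature; 100 microM adenosine served as plate-quality control.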
# Active calls of the source: *; ? = inconclusive; nt = not tested or not shown; & = joins results of further samples; [ ] = dose if it differs, or a comment. Unless noted, calls come from the whole dose curve; as a rule, active = well fitted inhibition curve with a large enough effect; inconclusive = small, poorly fitted or top-dose-only effect; inactive = no such curve, though single readings can be large or run the other way.
SMILES,TRHR ag,mIDH1 inhibitor,USP1 inh,D2 agonist,TRHR enhancer,rTrxR1 inhibitor,TrxR1 substrate,D2 antagonist,PI4K2A block
CCOc1ccc2[nH]c3nc(SCC(=O)NC4CC4)nnc3c2c1,0.0,-10%,-3%,1.9,1,12%,0%,-15,-6
Cc1ccc(NC(=O)CSc2nnc(-c3ccco3)o2)c(C)c1,0.5,-2%,-23%,0.1,3,2%,-5%,12,1
Cc1ccnc(NC(=O)c2ccco2)n1,0.8,7%,-20%,-0.2,5,9%,6%,8,4
CCOC(=O)c1nc2c(=O)n(C)c(=O)n(C)c2n(C)c1=O,nt,-4%,-9%,nt,nt,23%[57.1 µM],17%[57.1 µM],nt,-1
CCN(CC(=O)Nc1c(F)cccc1F)C(=O)Cc1sc(C)nc1-c1ccc(F)cc1,-0.1,0%,-2%,-0.5,-13,12%,0%,-3,1
CCOc1ccccc1CNCCOC,0.0,2%,-22%,0.9,-1,10%[57.1 µM],7%[57.1 µM],0,-3
COc1ccc([C@H]2CC(=O)C=C(c3cccc(OCc4ccccc4)c3)C2)cc1,2.5,-4%,-16%,-0.6,13,15%,-3%,9,5
COC(=O)c1ccccc1NC(=O)C(C)NS(=O)(=O)c1ccc(OC)cc1 (stereo not given),-0.9,14%,0%,0.0,0,-3%[57.1 µM],11%[57.1 µM],-4,-3
C#CCOCCOCCOCCNc1nc(N2CCN(C(=O)[C@H](CCC(=O)O)n3cc([C@@H](N)CC(N)=O)nn3)CC2)nc(N2CCN(C(=O)[C@H](CCC(=O)O)n3cc([C@@H](N)CC(N)=O)nn3)CC2)n1,nt,13%,-28%,nt,nt,-19%,12%,nt,2
COc1cc(NC(=O)Cn2c(=O)n(-c3cccc(C)c3)c(=O)c3c(C)c(C)sc32)cc(OC)c1,1.7,8%,3%,1.6,6,-6%,-20%,18,-1
O=C(OCC(=O)N1CCOCC1)c1ccccc1Br,-0.6,-1%,-26%,-0.7,1,0%,0%,16,6
CCS(=O)(=O)N1CCN(Cc2ccncc2)CC1,0.0,5%,7%,nt,5,23%,8%,nt,-2
CCC1=C2CC[C@H]3C(=O)NC(=O)[C@H]3[C@H]2[C@@]2(Cc3ccccc3)C(=NCC(=O)OC)OC(=O)N2C1=O,0.0,-1%[38.3 µM],?,-0.7,-2,-17%,-7%,-4,-4
Cc1nc(NCc2ccccn2)c2c3c(sc2n1)CCCC3,-0.2,-12%,-23%,0.2,1,-5%[57.1 µM],-2%[57.1 µM],-6,6
C=CCC1(O)CC(c2ccco2)NC(c2ccco2)C1CCC (stereo not given),0.5,3%,-22%,-0.9,3,-3%,4%,-4,12
Cc1ccc(-c2nc(CS(=O)CC(=O)NC3CCC(C)CC3)c(C)o2)cc1 (stereo not given),0.0,1%,-12%,0.7,2,16µM*,22%[57.1 µM],13,13
CSc1ccccc1OCc1cc(C(=O)NCCc2nc(C)cc(C)n2)no1,2.1,-5%,-25%,1.0,3,20%,3%,9,-1
COc1ccc(-c2nc3c(n2O)CCc2c-3no[n+]2[O-])cc1,0.1,5%,-19%,nt,3,-4%,-11%,nt,-1
O=[N+]([O-])c1cc(C(F)(F)F)cc([N+](=O)[O-])c1NCCNC(=S)Nc1cccc(F)c1,0.2,-4%,-15%,2.5,-4,5%,-11%,2,-4
CCN1CCOC(=O)C1CC(=O)Nc1ccc(C(C)=O)cc1 (stereo not given),-4.1,-3%,-21%,-0.7,1,?,3%,nt,2
Cc1nnc(SC(C)C(=O)NC2CCCCC2C)n1N (stereo not given),0.2,-5%,-18%,0.5,4,10%[57.1 µM],2%[57.1 µM],-18,1
CCOc1ccc(S(=O)(=O)Nc2nc3ccccc3nc2Nc2ccc(OC)cc2)cc1,-0.3,-8%,-31%,nt,-3,2%,-9%,nt,-6
CC1CCCCC1NC(=O)C1CCN(C(=O)c2sccc2-n2cccc2)CC1 (stereo not given),-0.3,-4%,-12%,0.3,5,11%[57.1 µM],4%[57.1 µM],14,-1
Cn1cccc1CNC1CCCC1,1.3,6%,-8%,2.0,0,-10%,-6%,-11,5
Cc1cc2cc(CN(Cc3cccs3)C(=S)NCc3ccco3)c(=O)[nH]c2cc1C,0.5,4%,-10%,-0.7,3,-12%,-4%,-14,-1
Cc1ccccc1OCC(=O)N/N=C/c1ccco1,-0.3,0%,-11%,-0.4,9,-12%,-10%,-11,1
COc1ccc(OC)c(NC(=S)NN2CCOCC2)c1,-0.8,-1%,-1%,0.3,-1,-2%[57.1 µM],-13%,-15,7
COc1ccc(CN(CC(=O)NCc2ccco2)C(=O)CNS(=O)(=O)c2ccc(C)cc2)cc1,0.1,1%,-8%,-0.1,1,-42%[0.0914 µM],7%,1,0
C#CCOCCOCCOCCNc1nc(N2CCN(C(=O)[C@H]([C@@H](C)CC)n3cc(CCCN=C(N)N)nn3)CC2)nc(N2CCN(C(=O)[C@H](C)n3cc(CCCN=C(N)N)nn3)CC2)n1,-0.2,6%,?,1.3,-3,?,7%,17,-4
COc1ccc(-c2cc(C(=O)N(C)CC(=O)Nc3ccccc3Br)c3ccccc3n2)cc1OC,-0.3,1%,-11%,-0.2,-7,52%[activator],27%,8,3
CCOc1ccc(S(=O)(=O)N2CCCCC2)cc1NC(=O)CSCc1c(C)noc1C,-0.1,6%,-3%,1.5,-3,-6%,-8%,4,2
Cc1ccc(NC(=O)c2cc(S(=O)(=O)N(C)C)ccc2N2CCCC2)cc1S(=O)(=O)N(C)C,0.1,2%,?,0.3,8,16%,6%[57.1 µM],-14,-7
S=C(NCc1ccncc1)Nc1ccccc1,0.2,7%,-5%,1.3,6,-12%,6%,3,-4
COc1ccc(COC(=O)C2CC(=O)N(Cc3ccccc3)C2)cc1 (stereo not given),-0.8,-4%,-11%,0.3,5,14%,-2%,0,-1
N#CC1=C(SCC(=O)c2cc3ccccc3oc2=O)NC(=O)C(C#N)C12CCCC2 (stereo not given),-0.1,-1%,-16%,-1.5,-8,-3%[57.1 µM],-4%[57.1 µM],13,-4
c1ccc2cc(CSCc3nc4ccccc4[nH]3)ccc2c1,0.0,4%,-19%,0.2,-3,1%,4%,-8,-2
COc1cccc(C(=O)Nc2ncc3c(n2)CC(C)CC3=O)c1 (stereo not given),-4.6,2%,-16%,2.4,7,10%,2%,6,2
CCN1C(=O)c2cccc3c(S(=O)(=O)NCc4ccccn4)ccc1c23,0.0,4%,-14%,0.5,1,13%[57.1 µM],20%[57.1 µM],-8,4
CCn1ccnc1CN(C)C(=O)c1cc(COc2ccc(OC)c3ccccc23)on1,0.0,8%,?,-0.9,-1,18%,-1%,5,4
Cc1ccc(CNC(=O)CCCCCn2c(=O)c3sccc3n(CC(=O)Nc3ccc(C)c(F)c3)c2=O)cc1,-1.1,nt,-14%,-2.3,7,3%,4%,nt,0
O=C(c1cc2ncc(Br)cn2n1)N1CCCCC1,-0.4,4%,-8%,-0.3,2,17%[57.1 µM],-7%[57.1 µM],12,4
COc1ccc(Br)cc1C(=O)Nc1cccc(NC(=O)c2ccco2)c1,-0.2,0%,-7%,0.3,1,-2%,-3%,2,-7
Cc1cc[n+](CC(=O)c2ccc(NC(=O)c3ccccc3)cc2)cc1,1.3,3%,-3%,1.0,8,-9%,-4%,-7,-19
CC(=O)Nc1ccc(S(=O)(=O)Oc2cccc(/C=C3\SC(N)=NC3=O)c2)cc1,0.3,0%,-1%,-0.1,-7,4%[57.1 µM],4%[57.1 µM],-3,2
CC1CCCCN1C(=O)C(=O)c1cn(CC(=O)N2CCCC2)c2ccccc12 (stereo not given),0.6,-4%,-3%,nt,-11,-11%,-7%,nt,-2
Cc1nc(NS(=O)(=O)c2ccccc2)sc1NC(=O)OC(C)C,-0.5,1%,-6%,nt,6,-8%,-3%,nt,-1
CC(O)c1nc2ccccc2n1Cc1ccc([N+](=O)[O-])cc1 (stereo not given),0.1,6%,0%,1.3,-3,-3%,-6%,1,-1
COc1cc(-c2nnc(Sc3ccc(C(F)(F)F)cc3[N+](=O)[O-])o2)cc(OC)c1OC,0.0,-6%,-11%,-0.4,-5,-2%,-7%,-2,3

# One compound at a time, as listed above. Order of screens: TRHR ag, mIDH1 inhibitor, USP1 inh, D2 agonist, TRHR enhancer, rTrxR1 inhibitor, TrxR1 substrate, D2 antagonist, PI4K2A block
# Profile of COc1ccc(Br)cc1C(=O)Nc1cccc(NC(=O)c2ccco2)c1 → -0.2, 0%, -7%, 0.3, 1, -2%, -3%, 2, -7
# Profile of Cc1ccc(CNC(=O)CCCCCn2c(=O)c3sccc3n(CC(=O)Nc3ccc(C)c(F)c3)c2=O)cc1 → -1.1, nt, -14%, -2.3, 7, 3%, 4%, nt, 0
# Profile of Cc1nc(NS(=O)(=O)c2ccccc2)sc1NC(=O)OC(C)C → -0.5, 1%, -6%, nt, 6, -8%, -3%, nt, -1
# Profile of CC(=O)Nc1ccc(S(=O)(=O)Oc2cccc(/C=C3\SC(N)=NC3=O)c2)cc1 → 0.3, 0%, -1%, -0.1, -7, 4%[57.1 µM], 4%[57.1 µM], -3, 2

# Further compounds follow.
SMILES,TRHR ag,mIDH1 inhibitor,USP1 inh,D2 agonist,TRHR enhancer,rTrxR1 inhibitor,TrxR1 substrate,D2 antagonist,PI4K2A block
CS(=O)(=O)Cc1cc(Sc2ccccc2)nc(-c2ccncc2)n1,0.6,0%,-15%,0.6,5,5%,-3%,3,3
CCn1c(COc2cccc(C)c2)nc2ccccc21,-0.6&-0.7,15%&-4%,-13%&1%,-0.6&0.2,-3&5,13%[57.1 µM],0%[57.1 µM],20,1&-9
CN(Cc1ccc(F)cc1)C(=O)c1ccc(NS(=O)(=O)c2ccc3[nH]c(=O)[nH]c3c2)cc1,0.2,1%,-11%,nt,1,8%[57.1 µM],-3%[57.1 µM],nt,0
O=C(O)CC1(CC(=O)O)Nc2ccccc2SC1=O,nt,3%,-24%,nt,nt,6%[57.1 µM],-6%[57.1 µM],nt,-2
COC(=O)c1cc(CSc2nnc(-c3ccccc3)c(-c3ccccc3)n2)oc1C,0.5,4%,-16%,1.1,-8,-33%,0%[57.1 µM],-10,1
O=C(CCC(=O)NNC(=O)Cc1ccccc1)NCc1ccccc1,2.3,16%,-5%,0.8,3,23%[57.1 µM],-21%[57.1 µM],-9,-3
NNC(=O)C1CC1c1ccccc1 (stereo not given),-1.2,-2%,-5%,2.2,0,-11%,-5%,-4,3
